BioA inh: blocks M. tuberculosis BioA enzyme activity. inhibition, % at 9.99 µM. purified M. tuberculosis BioA enzyme, plate reader. 360,000 tested, 0.096% active; in the data active = inhibition above about 40%
An asterisk follows results filed as active. Only part of the results is shown; rates above refer to the full screens.

SMILES | BioA inh
COCC#Cc1ccc([C@@H]2[C@H](CO)N3CCCCN(C(=O)Nc4cc(F)ccc4F)C[C@@H]23)cc1 | -3.7
CC(C)NC(=O)Nc1ccc2c(c1)C(=O)N([C@@H](C)CO)C[C@@H](C)[C@@H](CN(C)Cc1ccc(Cl)c(Cl)c1)OCCCC[C@@H](C)O2 | 1.1
C[C@@H]1CN([C@@H](C)CO)C(=O)Cc2cc(NS(=O)(=O)c3ccc(F)cc3)ccc2O[C@H]1CN(C)S(=O)(=O)c1ccc(F)cc1 | 0.8
C[C@H](CO)N1C[C@H](C)[C@H](CN(C)C)Oc2c(NC(=O)NC3CCCCC3)cccc2C1=O | -3.1
COc1ccc(CN(C)C[C@@H]2OCCCC[C@@H](C)Oc3ccc(NC(=O)Nc4ccc(C(F)(F)F)cc4)cc3C(=O)N([C@@H](C)CO)C[C@@H]2C)cc1 | -3.3
CN(C)CC#Cc1ccc([C@H]2[C@@H](CO)N3CCCCN(S(=O)(=O)c4ccccc4)C[C@@H]23)cc1 | -2.2
CC(C)NC(=O)Nc1cccc2c1O[C@@H](CN(C)Cc1ccccc1)[C@@H](C)CN([C@H](C)CO)C2=O | 1.4
CC(C)NC(=O)N(C)C[C@@H]1Oc2ccc(NS(=O)(=O)c3ccc(Cl)cc3)cc2C(=O)N([C@H](C)CO)C[C@@H]1C | -0.9
C[C@@H]1CN([C@@H](C)CO)S(=O)(=O)c2ccc(C#CC3CC3)cc2O[C@@H]1CN(C)C(=O)c1cccc(F)c1 | 0.6
CCCNC(=O)N1C[C@@H](C)[C@H](OC)CN(C)C(=O)c2cc(NS(=O)(=O)CC(F)(F)F)ccc2OC[C@@H]1C | 0.8

9 structures already listed, arranged by length of the SMILES, high to low.
SMILES | BioA inh
COc1ccc(CN(C)C[C@@H]2OCCCC[C@@H](C)Oc3ccc(NC(=O)Nc4ccc(C(F)(F)F)cc4)cc3C(=O)N([C@@H](C)CO)C[C@@H]2C)cc1 | -3.3
CC(C)NC(=O)Nc1ccc2c(c1)C(=O)N([C@@H](C)CO)C[C@@H](C)[C@@H](CN(C)Cc1ccc(Cl)c(Cl)c1)OCCCC[C@@H](C)O2 | 1.1
C[C@@H]1CN([C@@H](C)CO)C(=O)Cc2cc(NS(=O)(=O)c3ccc(F)cc3)ccc2O[C@H]1CN(C)S(=O)(=O)c1ccc(F)cc1 | 0.8
CC(C)NC(=O)N(C)C[C@@H]1Oc2ccc(NS(=O)(=O)c3ccc(Cl)cc3)cc2C(=O)N([C@H](C)CO)C[C@@H]1C | -0.9
C[C@@H]1CN([C@@H](C)CO)S(=O)(=O)c2ccc(C#CC3CC3)cc2O[C@@H]1CN(C)C(=O)c1cccc(F)c1 | 0.6
CC(C)NC(=O)Nc1cccc2c1O[C@@H](CN(C)Cc1ccccc1)[C@@H](C)CN([C@H](C)CO)C2=O | 1.4
CN(C)CC#Cc1ccc([C@H]2[C@@H](CO)N3CCCCN(S(=O)(=O)c4ccccc4)C[C@@H]23)cc1 | -2.2
COCC#Cc1ccc([C@@H]2[C@H](CO)N3CCCCN(C(=O)Nc4cc(F)ccc4F)C[C@@H]23)cc1 | -3.7
C[C@H](CO)N1C[C@H](C)[C@H](CN(C)C)Oc2c(NC(=O)NC3CCCCC3)cccc2C1=O | -3.1

Other results follow.
SMILES | BioA inh
C[C@@H]1CN([C@@H](C)CO)S(=O)(=O)c2ccc(-c3cncnc3)cc2O[C@H]1CN(C)C | -1.0
O=C(C[C@H]1C[C@H]2c3cc(NC(=O)C4CCC4)ccc3O[C@H]2[C@H](CO)O1)NCc1cccnc1 | -3.6
CCCC(=O)Nc1ccc2c(c1)C(=O)N(C)C[C@H](OC)[C@@H](C)CN(C(=O)c1cnccn1)[C@@H](C)CO2 | -2.4
CO[C@H]1CN(C)C(=O)c2cc(NC(C)=O)ccc2OC[C@H](C)N(C(=O)c2ccccn2)C[C@@H]1C | -4.2
Cc1noc(C)c1NC(=O)Nc1ccc2c(c1)C(=O)N([C@H](C)CO)C[C@@H](C)[C@H](CN(C)Cc1ccccc1)OCCCC[C@H](C)O2 | 0.0
Cc1ccc(S(=O)(=O)N[C@@H]2CC[C@H](CCNC(=O)C3CCCCC3)O[C@H]2CO)cc1 | 0.0
COc1ccc(C#Cc2ccc3c(c2)O[C@H](CN(C)C)[C@H](C)CN([C@@H](C)CO)S3(=O)=O)cc1 | -1.1
CN(C)C(=O)c1cccc(-c2ccc3c(c2)[C@H]2[C@H](CCN2S(=O)(=O)c2ccccc2)[C@@H](CO)N3)c1 | 0.8
CN1[C@@H]2c3ccc(C4=CCCC4)c(=O)n3C[C@H]1[C@H](CO)[C@H]2C(=O)N1CCOCC1 | -1.9
COC(=O)[C@H]1[C@H](CO)[C@H]2Cn3c(ccc(-c4cccc(OC)c4)c3=O)[C@H]2N1CC1CC1 | 1.0
C[C@H]1CN([C@@H](C)CO)C(=O)c2cc(NC(=O)Nc3ccc(C(F)(F)F)cc3)ccc2O[C@@H]1CN(C)Cc1ccc(C(=O)Nc2ccccc2N)cc1 | -0.4
CO[C@@H]1CN(C)C(=O)c2cc(NC(C)=O)ccc2OC[C@H](C)N(C(=O)Cc2ccccn2)C[C@@H]1C | 4.2
COCC#Cc1cnc2c(c1)C(=O)N([C@@H](C)CO)C[C@@H](C)[C@@H](CN(C)C(=O)C1CCOCC1)O2 | 1.8
CO[C@H](CN(C)Cc1cc(F)ccc1F)[C@@H](C)CN(C(=O)Nc1ccc(F)cc1)[C@H](C)CO | 1.6
C[C@@H]1CN([C@@H](C)CO)C(=O)c2cc(C3=CCCC3)cnc2O[C@H]1CN(C)C(=O)CN(C)C | 3.4
Cc1ccc(-c2ccc3c(c2)O[C@@H](CN(C)C(=O)CC2CC2)[C@@H](C)CN([C@@H](C)CO)S3(=O)=O)cc1 | 2.5
C[C@@H]1CN([C@@H](C)CO)C(=O)c2cc(NC(=O)Nc3ccc4c(c3)OCO4)ccc2O[C@H]1CN(C)Cc1ccc(-c2ccccc2)cc1 | 1.8
COc1ccccc1-c1cn(CC[C@@H]2CC[C@H](NS(=O)(=O)c3ccccc3C)[C@H](CO)O2)nn1 | -1.7
CN(C)CCCNC(=O)C[C@H]1CC[C@@H](NS(=O)(=O)c2ccc(F)cc2)[C@@H](CO)O1 | -1.9
COc1ccccc1S(=O)(=O)N[C@@H]1CC[C@@H](CC(=O)N2CCCCC2)O[C@@H]1CO | -4.8

In another format: two of the compounds above.
> CO[C@@H]1CN(C)C(=O)c2cc(NC(C)=O)ccc2OC[C@H](C)N(C(=O)Cc2ccccn2)C[C@@H]1C
  BioA inh: 4.2

> COCC#Cc1cnc2c(c1)C(=O)N([C@@H](C)CO)C[C@@H](C)[C@@H](CN(C)C(=O)C1CCOCC1)O2
  BioA inh: 1.8

The results go on.
SMILES | BioA inh
CNC[C@H]1Oc2ccc(NC(=O)Nc3ccc(C(F)(F)F)cc3)cc2C(=O)N([C@@H](C)CO)C[C@H]1C | 0.0
Cc1noc(C)c1NC(=O)N[C@@H]1C=C[C@@H](CC(=O)N2CCCCC2)O[C@@H]1CO | -2.5
CC(C)NC(=O)Nc1ccc2c(c1)C(=O)N([C@H](C)CO)C[C@@H](C)[C@@H](CN(C)Cc1ccc3c(c1)OCO3)O2 | -1.3
COc1cccc(S(=O)(=O)Nc2ccc3c(c2)[C@@H]2C[C@H](CC(=O)NCc4ccc(Cl)cc4)O[C@@H](CO)[C@@H]2O3)c1 | 1.4
CN1CCN(C(=O)C[C@H]2C[C@H]3c4cc(NC(=O)NC5CCCC5)ccc4O[C@H]3[C@@H](CO)O2)CC1 | -0.4
C[C@H]1CN([C@@H](C)CO)C(=O)Cc2cc(NC(=O)Nc3cccc4ccccc34)ccc2O[C@@H]1CN(C)C(=O)Nc1ccccc1 | -0.4
CNC[C@H]1Oc2c(N)cccc2C(=O)N([C@H](C)CO)C[C@H]1C | -0.5
CCCNC(=O)NC[C@H]1[C@H](c2ccc(C3=CCCC3)cc2)[C@@H](CO)N1C(C)=O | -1.7
CN(C)CC(=O)N[C@@H]1CC[C@H](CCn2cc(CN(C)C)nn2)O[C@H]1CO | 1.8
C[C@@H]1CN([C@@H](C)CO)C(=O)Cc2cc(NC(=O)Nc3ccc(F)cc3)ccc2O[C@H]1CN(C)CC1CCCCC1 | -0.8
O=C(C[C@H]1C[C@@H]2c3cc(NC(=O)c4ccc5c(c4)OCO5)ccc3O[C@@H]2[C@H](CO)O1)NCc1ccc(Oc2ccccc2)cc1 | -0.9
C[C@@H]1CCCCO[C@H](CN(C)S(=O)(=O)c2cccs2)[C@@H](C)CN([C@H](C)CO)C(=O)c2cc(NC(=O)Nc3ccc(F)cc3)ccc2O1 | 1.5
N#C[C@@H]1[C@@H](c2ccc(C#Cc3ccccc3F)cc2)[C@@H](CO)N1C(=O)c1cccnc1 | -0.3
C[C@@H]1CCCCO[C@@H](CN(C)C(=O)Nc2ccc(F)cc2)[C@H](C)CN([C@H](C)CO)C(=O)c2cc(NC(=O)CCC(F)(F)F)ccc2O1 | 0.2
CO[C@H]1CN(C)C(=O)c2cc(NC(=O)Nc3ccccc3)ccc2OC[C@H](C)NC[C@@H]1C | -2.4
CC(C)NC(=O)Nc1ccc2c(c1)C(=O)N([C@H](C)CO)C[C@@H](C)[C@H](CN(C)C(=O)NC(C)C)O2 | 2.6
COc1ccc(NC(=O)N(C)C[C@H]2Oc3ccc(NC(=O)Nc4cccc5ccccc45)cc3CC(=O)N([C@@H](C)CO)C[C@@H]2C)cc1 | -7.7
COc1ccc(NC(=O)Nc2ccc3c(c2)CC(=O)N([C@@H](C)CO)C[C@@H](C)[C@H](CN(C)S(=O)(=O)c2c(C)noc2C)O3)cc1 | -0.3
COc1ccc(CNC(=O)N(C)C[C@H]2OCc3ccccc3-c3c(n(C)c4ccccc34)C(=O)N([C@@H](C)CO)C[C@H]2C)cc1 | 0.1
COc1ccccc1NC(=O)N1CC[C@H]2[C@@H]1c1cc(-c3ccccc3)ccc1N(C)[C@H]2CO | -0.5
CNC[C@@H]1Oc2ccc(NC(=O)NC3CCCCC3)cc2CC(=O)N([C@@H](C)CO)C[C@@H]1C | 0.8
C[C@@H]1CCCCO[C@H](CN(C)C(=O)Nc2ccc3c(c2)OCO3)[C@H](C)CN([C@H](C)CO)C(=O)c2cc(NC(=O)CCCN(C)C)ccc2O1 | 1.8
CN1C(=O)c2cc(NC(=O)c3ccc(C(F)(F)F)cc3)ccc2OC[C@H]2O[C@H](CC(=O)NC3Cc4ccccc4C3)CC[C@@H]21 | 1.3
CN1CCN(C(=O)C[C@H]2CC[C@H]3[C@H](COc4ccc(NC(=O)C5CC5)cc4C(=O)N3C)O2)CC1 | -1.0
CO[C@H]1CC[C@H]2CCN(C)C(=O)[C@H](C)CN(C)C(=O)c3cc(C#N)ccc3OC[C@H]1O2 | 0.6
CCCNC(=O)Nc1ccc2c(c1)OC[C@H](C)N(C(C)=O)C[C@@H](C)[C@@H](OC)CN(C)C2=O | -1.8
C[C@@H]1CN([C@@H](C)CO)C(=O)c2cc(NC(=O)Nc3ccccc3)ccc2O[C@@H](C)CCCCO[C@@H]1CN(C)Cc1ccc(C(=O)O)cc1 | -0.8
C[C@H]1CN([C@@H](C)CO)C(=O)c2cc(NC(=O)CCC(F)(F)F)ccc2O[C@@H]1CN(C)Cc1ccccc1 | -1.7
Cc1ccc(-c2ccc([C@@H]3[C@@H](CO)N4CCCCN(C(=O)Nc5ccccc5)C[C@@H]34)cc2)cc1 | 1.2
COc1ccccc1C#Cc1cnc2c(c1)C(=O)N([C@H](C)CO)C[C@H](C)[C@H](CN(C)C(=O)CN(C)C)O2 | -0.7
C[C@@H]1CN([C@H](C)CO)C(=O)Cc2cc(NC(=O)C3CC3)ccc2O[C@@H]1CN(C)Cc1ccc(-c2ccccc2)cc1 | -0.4
O=C(NCC[C@H]1CC[C@@H](NS(=O)(=O)c2ccc(F)cc2)[C@H](CO)O1)Nc1ccc(F)cc1 | 6.3
C[C@@H]1CN([C@@H](C)CO)C(=O)c2c(c3ccccc3n2C)-c2ccccc2CO[C@@H]1CN(C)C(=O)[C@@H]1CCCN1C | 0.5
CO[C@H]1CN(C)C(=O)c2cc(NC(=O)C3CCCC3)ccc2OC[C@H](C)N(C(=O)CC2CC2)C[C@H]1C | 0.1
COCC(=O)Nc1ccc2c(c1)C(=O)N(C)C[C@H](OC)[C@@H](C)CN(C(C)=O)[C@H](C)CO2 | -1.2
CCCC(=O)Nc1ccc2c(c1)OC[C@@H](C)NC[C@H](C)[C@@H](OC)CN(C)C2=O | -0.8
C[C@@H]1CN([C@@H](C)CO)C(=O)Cc2cc(NC(=O)Nc3ccccc3)ccc2O[C@@H]1CN(C)S(=O)(=O)c1ccc(Cl)cc1 | -1.9
COc1ccc(CN(C)C[C@H]2Oc3ccc(NC(=O)Nc4ccc5c(c4)OCO5)cc3CC(=O)N([C@@H](C)CO)C[C@@H]2C)cc1 | 2.3
O=C(C[C@H]1C[C@H]2c3cc(NC(=O)C4CCC4)ccc3O[C@H]2[C@@H](CO)O1)NCc1ccccn1 | 0.5
C[C@@H]1CCCCO[C@H](CN(C)C(=O)CCCN(C)C)[C@@H](C)CN([C@H](C)CO)C(=O)c2cc(NC(=O)c3ccncc3)ccc2O1 | -1.9
C[C@@H]1CN([C@H](C)CO)C(=O)c2cc(NC(=O)Nc3cccc4ccccc34)ccc2O[C@@H]1CN(C)S(=O)(=O)c1ccc(Cl)cc1 | -1.2
CO[C@H]1CN(C)C(=O)c2cc(NC(C)=O)ccc2OC[C@@H](C)N(C(=O)CN(C)C)C[C@H]1C | 0.4
Cc1ccc(-c2cnc3c(c2)C(=O)N([C@H](C)CO)C[C@H](C)[C@@H](CN(C)Cc2ccccc2C(=O)O)O3)cc1 | -1.4
C[C@@H]1CCCCO[C@H](CN(C)C(=O)Nc2ccc(F)cc2)[C@@H](C)CN([C@H](C)CO)C(=O)c2cc(NC(=O)Nc3ccc(C(F)(F)F)cc3)ccc2O1 | -1.1
CCCC(=O)Nc1ccc2c(c1)OC[C@@H](C)N(C(=O)CC1CC1)C[C@H](C)[C@H](OC)CN(C)C2=O | -1.0
CCNC(=O)[C@H]1[C@H](CO)[C@H]2Cn3c(ccc(-c4ccncc4)c3=O)[C@H]2N1Cc1ccccc1 | 1.8
COc1cccc(NC(=O)N(C)C[C@H]2Oc3ncc(C#Cc4ccncc4)cc3C(=O)N([C@@H](C)CO)C[C@@H]2C)c1 | 4.6
Cc1cccc(S(=O)(=O)N[C@H]2CC[C@H](CCNC(=O)CCN3CCCCC3)O[C@H]2CO)c1 | -1.9
C[C@H](CO)N1C[C@H](C)[C@H](CN(C)Cc2ccncc2)Oc2ncc(C#Cc3ccccc3)cc2C1=O | 1.4
